TSHR antag – Antagonists of the Thyroid Stimulating Hormone Receptor: HTS campaign | TSHR-expressing cells, TSH-stimulated cAMP HTRF, 2 h; stronger effect = lower value | hit rate 0.2% among 330,000 | activity change, negative = inhibition, % at 11.5 µM;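 active means activity change below a set negative limit, meaning inhibition stronger than a set level, cut at about -70% in these data; inconclusive means activity change between two set negative limits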; further: on the % scale 0 is the no-effect control and ±100 the full control effect
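Cell-based HTRF cAMP assay; TSHR cells + compound, TSH EC80 (4nM final), 2 h, 37 deg C. Lysis with anti-cAMP cryptate and cAMP-d2, 30 min RT, read 665/620 nm.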
TCR act – Activators of T cell receptors: qHTS campaign. 330,000 tested, under 10 active. primary human leukocytes, anti-CD3, IL-2 HTRF, 48 h. Potency, µM (titrated, usually from 9.22 µM), for inactives: at the top dose activation of IL-2 secretion, hits mostly activators. AID 504894, 2011; further: % of control where 0% means no effect
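Primary human leukocytes were stimulated with a-CD3 beads plus compounds for 48 hr without co-stimulation; secreted IL-2 was quantified by HTRF using a-IL-2-K (europium cryptate) and a-IL-2-d2, excited at 320nm with acceptor emission read at 665nm.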
Chronic BCR inh – qHTS Assay to Find Inhibitors of Chronic Active B-Cell Receptor Signaling. ABC-DLBCL IkBa-CBG/CBR reporter, luminescence ratio, 4 h. Potency, µM (series often up to 46.1 µM), without a hit: at the highest dose ratio change, negative = lower green/red ratio, most hits filed as inhibitors. hit rate 0.05% among 340,000. AID 493014, 2011; active means well fitted inhibition curve with a large enough effect in the signal ratio, with a control signal flat, not every such curve was filed as active; inconclusive means small, poorly fitted or top-dose-only effect, or effect the other way, or a change in a side signal; the % refers to the signal ratio;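 further: potency means the concentration at half of the fitted maximal effect; plate controls were basal doxycycline-induced cells for no effect and cells given 10 µM MG132 for full effect; MG132 reads +100%, hits lower the ratio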
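Cell line TMD8 (human ABC DLBCL), stably expressing tet-inducible CBG68-IkBa fusion and CBR; IMDM/0.5% FBS; cpd up to 46 uM; dox induction, 4 h, 37C/5% CO2; dual luminescence; green/red ratio; MG132 control.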
ASM inhibitor – Inhibitors of Secretory Acid Sphingomyelinase (S-ASM): qHTS | placental ASM, HMU-PC fluorogenic substrate, 60 min | Potency, µM (series often up to 57.5 µM), for the others: top-dose activity change, negative = inhibition, most hits filed as inhibitors | hit rate 0.006% among 340,000 | AID 504937, 2011; further: potency means the concentration at half of the fitted maximal effect
Target sequence (P17405 47-631 limits assumed): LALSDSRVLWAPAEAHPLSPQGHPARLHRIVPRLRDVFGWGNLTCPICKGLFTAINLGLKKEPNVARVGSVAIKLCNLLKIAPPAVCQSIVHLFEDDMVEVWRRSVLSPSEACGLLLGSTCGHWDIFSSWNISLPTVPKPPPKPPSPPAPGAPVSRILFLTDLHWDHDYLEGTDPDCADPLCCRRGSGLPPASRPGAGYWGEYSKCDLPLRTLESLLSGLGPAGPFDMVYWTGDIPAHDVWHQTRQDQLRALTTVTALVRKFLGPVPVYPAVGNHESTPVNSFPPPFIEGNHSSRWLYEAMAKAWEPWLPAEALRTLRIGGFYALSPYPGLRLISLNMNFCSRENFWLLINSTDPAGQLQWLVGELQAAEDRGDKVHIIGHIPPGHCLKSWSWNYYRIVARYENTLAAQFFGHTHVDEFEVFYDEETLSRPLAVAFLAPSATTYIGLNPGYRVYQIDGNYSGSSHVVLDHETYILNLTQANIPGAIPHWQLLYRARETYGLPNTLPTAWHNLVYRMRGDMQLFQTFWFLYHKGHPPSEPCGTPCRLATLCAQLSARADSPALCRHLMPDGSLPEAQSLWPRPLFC
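qHTS format. ASM enzyme prepared from human placenta hydrolyses the fluorogenic substrate HMU-PC0 (9 uM final) over 60 min at 37 °C after a 10 min compound preincubation.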
Integrin act MD – qHTS for Activators of Integrin-Mediated Alleviation for Muscular Dystrophy; hit rate 0.064% among 350,000; AID 624291, 2012; Potency, µM (doses to about 38.3 µM), without a hit: at the highest dose activation, hits mostly activators; alpha7betagal myoblasts, beta-gal FDG fluorescence, 48 h;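 further: potency means the concentration at half of the fitted maximal effect; 100% = response of the positive control SU9516; nearly all actives have a fitted effect of over 60% in size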
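alpha7betagal+/- myoblasts (passage 13, 250/well) treated 48 h at 37C with compounds at 1:260 dilution of DMSO stock. Lysed, then beta-galactosidase activity read as FDG fluorescence (ex 480/em 540) after 30 min, with pre-read for autofluorescence.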
Mito fusion act – qHTS Assay for Small Molecule Inhibitors of Mitochondrial Division or Activators of Mitochondrial Fusion. S. cerevisiae fusion-defective mutant growth rescue, CellTiterGlo 48 h. Potency, µM (highest dose often 46.1 µM), for inactives: at the top dose growth rescue (activation), actives largely listed as activators. hit rate 0.23% among 320,000. AID 485298, 2010;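 further: potency means the concentration at half of the fitted maximal effect; % of control where 0% means no effect; nearly all actives have a fitted effect of over 45% in size; temperature-sensitive fusion mutants such as fzo1-1 at 37 °C on non-fermentable ethanol glycerol medium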
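Yeast fusion mutant, YPEG (non-fermentable carbon), compound, 48 h at 37C non-permissive; CellTiterGlo added, 10 min RT, luminescence read. Rescued growth = division inhibition.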
Eya2 inh – qHTS Assay for Inhibitors of the Phosphatase Activity of Eya2; Protein phosphatase EYA2 (Homo sapiens), O00167; AID 488837, 2010; Potency, µM (top dose mostly 76.9 µM), for inactives: at the top dose activity, negative = inhibition, actives largely listed as inhibitors; hit rate 0.006% among 330,000; recombinant Eya2, OMFP fluorescence dephosphorylation (OMFP is methylfluorescein phosphate); further: potency means the concentration at half of the fitted maximal effect; on the % scale 0 is the no-effect control and ±100 the full control effect
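Eya2 protein (added as 0.2 uM solution) was preincubated with compound for 10 min at ambient temperature in 50 mM HEPES pH 7.5, 50 mM NaCl, 5 uM MgCl2, 0.05% BSA, 1 mM DTT. OMFP (added at 50 uM) then reacted 10 min; fluorescence read at 485/525 nm.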
ELG1 DNA repair – qHTS screen for small molecules that inhibit ELG1-dependent DNA repair in human embryonic kidney (HEK293T) cells expressing luciferase-tagged ELG1. HEK293T ELG1-luciferase reporter, luminescence, 16 h; DNA damage induced by 5-fluorouridine. Potency, µM (doses to about 46.1 µM), inactives show top-dose activity change, negative = inhibition, most hits filed as inhibitors. hit rate 2.3% among 330,000; further: potency means the concentration at half of the fitted maximal effect; on the % scale 0 is the no-effect control and ±100 the full control effect; nearly all actives have a fitted effect of over 55% in size
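HEK293T cells expressing luciferase-tagged ELG1 (2,000/well) received 5-Fluorouridine plus compound or DMSO for 16 hr at 37 °C. Luciferase was read by ONE-Glo luminescence after 30 min at room temperature.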
TSG101-PTAP inh – qHTS Assay for Iinhibitors of HIV-1 Budding by Blocking the Interaction of PTAP/TSG101 | Tumor susceptibility gene 101 protein (Homo sapiens), Q99816 | Fluorescence polarization, FITC-PTAP peptide / Tsg101 binding | Potency, µM (highest dose often 115 µM), without a hit: top-dose activity change, negative = inhibition, usual class: inhibitors | 340,000 tested, under 10 active; active means well fitted inhibition curve with a large enough effect in the main read-out, with a control signal flat, not every such curve was filed as active; inconclusive means small, poorly fitted or top-dose-only effect, or effect the other way, or a change in a side signal; inactive means no such curve, though single readings can be large or run the other way; further: potency means the concentration at half of the fitted maximal effect; % of control where 0% means no effect
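Fluorescence polarization binding of Tsg101 binding domain (10 uM final) to FITC-labeled PTAP peptide (50 nM final) in HEPES pH 7.5 buffer with NaCl, Tween 20, EDTA, TCEP. Compounds added before peptide; binding 20 min at RT.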
Tb PFK block – qHTS Assay to Find Inhibitors of T. brucei phosphofructokinase; ATP-dependent 6-phosphofructokinase (Trypanosoma brucei brucei), O15648; T. brucei PFK, ADP-Glo luminescence; Potency, µM (top dose mostly 57.5 µM), for inactives: at the highest dose activity, negative = inhibition, hits mostly inhibitors; hit rate 0.17% among 330,000; AID 485367, 2010;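 further: potency means the concentration at half of the fitted maximal effect; 0% = uninhibited 1x PFK enzyme wells and -100% = no-enzyme wells; nearly all actives have a fitted effect of over 60% in size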
Target sequence (O15648 whole entry, looked up): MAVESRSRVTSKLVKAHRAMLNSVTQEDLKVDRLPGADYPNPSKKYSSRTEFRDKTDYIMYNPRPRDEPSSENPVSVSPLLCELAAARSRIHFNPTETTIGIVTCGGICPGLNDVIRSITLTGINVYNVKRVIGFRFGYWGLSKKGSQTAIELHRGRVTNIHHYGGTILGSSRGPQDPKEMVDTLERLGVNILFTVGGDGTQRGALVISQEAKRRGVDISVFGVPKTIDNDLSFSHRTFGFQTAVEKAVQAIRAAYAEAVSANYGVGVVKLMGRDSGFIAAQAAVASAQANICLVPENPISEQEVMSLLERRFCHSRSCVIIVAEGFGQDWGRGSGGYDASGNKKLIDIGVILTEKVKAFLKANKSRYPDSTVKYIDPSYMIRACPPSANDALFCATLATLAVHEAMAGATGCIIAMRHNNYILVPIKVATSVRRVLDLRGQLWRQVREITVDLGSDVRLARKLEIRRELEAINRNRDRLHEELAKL
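1.25 nM PFK with 0.5 mM F6P and 0.1 mM ATP in 0.1 M TEA pH 8.0, 5 mM MgCl2, incubated 45 min at room temperature; ADP measured by ADP-Glo luminescence; compounds titrated up to 57 uM.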
AT treatment – qHTS Assay for Identifying a Potential Treatment of Ataxia-Telangiectasia; […] A-T fibroblasts, KAP-1 phosphorylation AlphaLISA; neocarzinostatin DNA damage 30 min before lysis; Potency, µM (top dose mostly 57.5 µM), for the others: top-dose activation, most hits filed as activators; hit rate 0.19% among 320,000; AID 485349, 2010; further: potency means the concentration at half of the fitted maximal effect; % of control where 0% means no effect; nearly all actives have a fitted effect of over 45% in size
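ATM-like activity read as KAP-1 phosphorylation via AlphaLISA donor/acceptor antibody pairs after lysis and 6 hr at 25C. Cells were ATM-null patient fibroblasts ([…], hTERT), dosed 60 min, then exposed to the DSB inducer NCS for 30 min.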
Active calls of the source: *; u = inconclusive; x = no result given; [ ] = remark or other dose. Unless noted, the call rests on the fitted dose curve; in most records, active means well fitted curve in the direction sought with a large enough effect; inconclusive means small, poorly fitted or top-dose-only effect, or another doubt; inactive means no such curve, though single readings can be large; an effect the other way counts as inactive or inconclusive.

Value order: TSHR antag	TCR act	Chronic BCR inh	ASM inhibitor	Integrin act MD	Mito fusion act	Eya2 inh	ELG1 DNA repair	TSG101-PTAP inh	Tb PFK block	AT treatment
O=C(Sc1nnc(-c2ccccc2)o1)N1c2ccccc2Sc2ccccc21
 : 19	-5%[46.1 µM]	-17%	-7%	-17%	4%	-14%	1%	-2%	1%	-4%
O=C(CCN1C(=O)[C@@H]2Cc3ccccc3CN2C1=O)N[C@H](C(=O)O)c1ccccc1
 : 4	2%	0%	-1%	34%	0%	-1%	5%	-5%	2%	4%
O=C(NC(=S)N1CCCCCC1)c1ccc(Cl)cc1Cl
 : -3	-7%	-17%	4%	-15%	-12%	2%	-20%	-3%	-3%	6%
CC1CCCC(NC(=O)COC(=O)/C=C/c2ccco2)C1C (stereo not given)
 : -13	7%	u	-3%	17%	3%	-4%	u	-7%	-30%	8%
O=C(O)c1ccc(CN2C(=O)c3cccc4c([N+](=O)[O-])ccc(c34)C2=O)cc1
 : -40	-5%	u	-3%	-64%[inhibitor]	-10%	u	u	u	-6%	4%
CCCCn1ccnc1C(=O)c1ccc(S(=O)(=O)N2CCCC2)cc1
 : -4	1%	4%	1%	21%	-3%	3%	u	0%	-4%	-23%
CCN(C(=O)COC(=O)c1cccc(S(=O)(=O)NCc2ccccc2)c1)c1ccccc1
 : 1	-5%	-1%	-2%	-25%	9%	-24%	-19%	-1%	1%	-1%
COc1ccccc1N(CCC#N)C(=O)CSc1nc(-c2ccccc2)cn1N
 : -2	-6%	-2%	5%	7%	-1%	-2%	3%	-4%	-8%	-3%
COc1cc(NC(=O)CN(C)CCOc2ccccc2)c(C)cc1[N+](=O)[O-]
 : -3	-3%	-11%	-3%	-4%	5%	-3%	2%	1%	0%	8%
Cc1ccccc1OCC(=O)NC(C)c1ccccc1 (stereo not given)
 : 0	4%	-1%	-1%	3%	0%	-17%	u	-8%	-1%	-11%
O=C(NCCCN1CCC(Cc2ccccc2)CC1)C1CCN(S(=O)(=O)N2CCOCC2)CC1
 : -2	0%	9%	1%	6%	0%	-11%	5%	-4%	1%	2%
CC(=O)c1ccc(N2CCN(c3ccc(S(=O)(=O)N4CCN(C)CC4)cn3)CC2)cc1
 : -4	7%	1%	6%	u	-1%	22%	2%	-12%	1%	6%
Cc1ccc(-n2nnnc2SCc2nnc(-c3ccccc3Br)o2)c(C)c1
 : -14	0%	-17%	-1%	-31%	2%	6%	-15%	-3%	0%	3%
CCOCC(=O)Nc1nc2ccc(S(C)(=O)=O)cc2s1
 : 5	1%	u	1%	-7%	1%	13%	u	-14%	-5%	-2%
COC(=O)C(C(=O)OC)C(C)C(C(=O)OC)C(=O)OC
 : 4	-3%	u	2%	8%	3%	-16%	2%	-3%	-4%	x
Cc1ccc(N=Nc2c(O)[nH]c3ccc(F)cc23)cc1
 : 19	10%	u	-4%	-36%[inhibitor]	16%	8%	u	u	2%	-4%
S=C(Nc1ccc2c(c1)OCO2)N1CCN(Cc2ccco2)CC1
 : 2	1%	u	1%	25%	2%	-2%	u	-3%	-1%	-2%
Cc1cc(C)c(S(C)(=O)=O)c(Oc2ccc(C(C)(C)C)cc2)n1
 : 13	1%	10%	-3%	-16%	-1%	6%	-11%	-1%	-2%	-4%
c1cnn(Cc2cnc(N3CCOCC3)s2)c1
 : 10	x	u	-2%	-8%	3%	3%	7%	-4%	4%	1%
COc1cc(/C=N/NC(=O)c2nc(C)cc(C)n2)ccc1O
 : -1	1%	-15%	-7%	21%	-1%	24%	u	-3%	1%	0%
Cc1ccc(NCc2nnc(SCC(=O)N(Cc3ccccc3)C(C)(C)C)o2)c(C)c1
 : -1	x	u	-11%	-8%[7.66 µM]	17%	-14%	-16%	-2%	19%	1%
Nc1ccc(-c2nc3c(Cl)c(N)ccc3[nH]2)cc1
 : 2	12%	u	112%[activator]	11%	-2%	-1%	u	1%	1%[0.46 µM]	-7%
CCOc1ccc(N2CC(C(=O)NNC(=O)c3ccc(F)cc3)CC2=O)cc1 (stereo not given)
 : 11	-11%	-3%	-3%	u	-3%	9%	18%	0%	0%	-8%
CC(C)NC(=O)c1ccc(-c2ccc(Cl)c(C(F)(F)F)c2)o1
 : -7	-3%	-7%	0%	-2%	3%	16%	22%	-4%	6%	x
Cc1cccc(N2CC(C(=O)Nc3nnc(SCC(=O)Nc4nccs4)s3)CC2=O)c1 (stereo not given)
 : -4	-2%[46.1 µM]	-1%	-1%	8%	-1%	-4%	u	1%	8%	-1%
COc1ccc2cc(C(=O)N3CCOCC3)sc(=O)c2c1OC
 : 1	-3%	-4%	5%	21%	-2%	0%	-1%	-4%	0%	-1%
CC(=O)CCSc1ncnc2sc(-c3ccccc3)cc12
 : 0	4%	3%	3%	-55%[inhibitor]	0%	8%	1%	3%	1%	15%
C[n+]1cn(CC(O)COCc2ccccc2)c2ccccc21 (stereo not given)
 : 12	11%	-4%	-5%	-20%	0%	5%	-3%	-3%	0%	9%
COc1cccc(CC(=O)Nc2ncc(C)s2)c1
 : 16	-5%	u	4%	-27%	-4%	-3%	u	-3%	-14%	-5%
COC(=O)c1c(NC(=O)C2CCCO2)sc2c1CCC2 (stereo not given)
 : -2	9%	u	-1%	-10%	8%	7%	25%	-6%	-2%	1%
O=C(Nc1ccc(N2CCOCC2)cc1)C1CCN(S(=O)(=O)c2ccc3c(c2)OCCO3)CC1
 : -1	-8%	-1%	7%	18%	11%	-6%	8%	-1%	-1%	-1%
CC(C)Cn1c(N2CCN(C(=O)/C=C/c3ccccc3)CC2)nc2ccccc21
 : 1	2%	2%	-1%	-1%	29%	-11%	-18%	0%	0%	15%[11.5 µM]
COc1ccc(CN2CCN(Cc3ccc(C)cc3)C(CCO)C2)cc1OC (stereo not given)
 : 23	-2%	u	0%	-13%	-2%	-3%	-13%	-6%	-2%	-1%
N#CCc1nn(-c2ccc(F)cc2)c(N)c1C#N
 : -2	-5%	1%	5%	1%	-10%	2%	12%	0%	1%	-8%
COc1cc(S(=O)(=O)NC2CCCC2)ccc1F
 : 7	4%	u	2%	-1%	-4%	1%	-1%	-3%	1%	-2%
CC1=C(C)CC(C(=O)NCCCN2CCCC2=O)C(C(=O)O)C1 (stereo not given)
 : 3	-5%	-3%	2%	u	1%	3%	-1%	-4%	1%	2%
Cc1ccc2[nH]c(=O)c(CNC(C)(C)C)cc2c1
 : 30	-38%	0%	5%	12%	13%	22%	0%	1%	2%	-1%
COc1ccc(N2CCN(C(=O)CCc3ccc(S(=O)(=O)NC(C)C)cc3)CC2)cc1
 : -9	2%[46.1 µM]	u	-2%	-23%	-3%	-3%	u	-4%	-1%	-3%
COC(=O)c1onc(-c2c(OC)cc(OC)cc2OC)c1C(=O)OC
 : -2	2%[46.1 µM]	u	5%	-9%	-4%	-2%	3%	-1%	-4%	5%
Fc1cccc2sc(Nc3nc4c(F)cccc4s3)nc12
 : 5	0%[46.1 µM]	9%	139%[activator]	-9%	4%	1%	-2%	-3%	13%	8%
CC1C(=O)C(C)C(c2ccc3c(c2)OCO3)NC1c1ccc2c(c1)OCO2 (stereo not given)
 : 152	x	13%	-1%	-22%	0%	-17%	-13%	-8%	5%	-5%
CCCCC(=O)Nc1ccc(C(=O)Nc2ccc(S(=O)(=O)Nc3ccc(C)cc3)cc2)cc1
 : -13	9%[46.1 µM]	u	-3%	7%	-4%	0%	12%	0%	-1%	-7%
